# E-sel TNF inh: E-selectin induction blockers in HUVEC – imaging, immunofluorescence, high content, primary screen. 120,000 tested, 0.71% active. inhibition, % at 2 µM. AID 1246, 2008. HUVEC TNFa-induced E-selectin immunofluorescence;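 active = inhibition above the batch mean plus 3 SD, and confirmed as a hit on visual image review, cut at about 43% in these data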;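 note: 0% = TNF-stimulated DMSO wells and 100% = unstimulated control wells; not every result past the cut was called active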
# HCT116 bCat-KO: primary screen for growth suppressors in beta-catenin knockout HCT116 cells (colon tumor, human); HCT116 beta-catenin knockout viability, CellTiter-Glo, 60 h; active compounds read low; viability, % at 10 µM; 140,000 tested, 1.5% active; AID 818, 2007;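 active = viability at or under a set limit, the compound median less 4 SD, cut at about 6% in these data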;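 note: 0% = Hyamine 1622 control at 20 µM and 100% = untreated cell control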
# Yeast growth inh: growth inhibitors of yeast BB579 in restrictive medium, primary screen, yeast lifespan-shortening project, S. cerevisiae | AID 804, 2007 | inhibition, % at 10 µM | OD615, 48 h | 140,000 tested, 0.51% active;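 active = inhibition above a set limit, 3 SD over the mean compound inhibition, cut at about 44% in these data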; note: inactives centre near -24
#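 Test system: Saccharomyces cerevisiae DeaD strain BB579, replicative lifespan model yeast | Buffer or medium: Restrictive CSMM-D medium | Doses: One dose, 10 µM compound with 0.25% DMSO | Incubation: 48 h exposure, 30 °C | Detection: Culture absorbance at 615 nm | Control set: Amphotericin B at 10 µg/mL as positive control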
# NPY-Y2 antag: NPY-Y2 receptor antagonists, primary screen, cell-based. Neuropeptide Y receptor type 2 (Homo sapiens), P49146. NPY-Y2 expressing cells, antagonist mode. inhibition, % at 2.7 µM. 140,000 tested, 0.99% active. AID 793, 2007; in the data active = inhibition above about 17%;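 note: 0% = vehicle with agonist challenge and 100% = reference antagonist with challenge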
# Target sequence (P49146 whole entry, looked up): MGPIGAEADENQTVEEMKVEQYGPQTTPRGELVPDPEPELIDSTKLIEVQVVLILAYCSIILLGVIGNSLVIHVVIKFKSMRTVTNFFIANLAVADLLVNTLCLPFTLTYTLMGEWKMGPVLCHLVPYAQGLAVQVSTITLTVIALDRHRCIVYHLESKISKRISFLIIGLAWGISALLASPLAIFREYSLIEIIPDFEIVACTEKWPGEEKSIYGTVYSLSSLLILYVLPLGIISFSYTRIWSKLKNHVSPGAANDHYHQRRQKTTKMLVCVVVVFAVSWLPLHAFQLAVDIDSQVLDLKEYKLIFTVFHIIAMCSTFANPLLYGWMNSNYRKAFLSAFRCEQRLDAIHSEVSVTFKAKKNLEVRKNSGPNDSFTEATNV
# Yeast lifespan up: compounds extending yeast replicative lifespan, primary screen, S. cerevisiae, OD615; S. cerevisiae growth with nicotinamide; deaD strain in restrictive glucose medium; inhibition of the nicotinamide effect, % at 10 µM; 130,000 tested, 0.68% active; AID 775, 2007;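 active = inhibition above a set limit, placed 3 SD over the median of all compounds, cut at about 26% in these data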;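 note: 0% = nicotinamide-treated wells and 100% = cells grown without nicotinamide; some compounds called inactive have numbers as strong as hits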
#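 Assay system: DeaD-strain S. cerevisiae. Medium: CSMM-D glucose medium, restrictive. Reagent: nicotinamide, 1.5 mM, co-present with compound. Compound: 10 µM single point, 0.25% DMSO. Schedule: culture preincubation 4 h, compound exposure 48 h, both 30 °C. Detection: absorbance at 615 nm.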
# Measles CPE: compounds protecting cells from measles virus cytopathic effect, primary screen, measles RdRp inhibitor project, single point, MLSMR library, absorbance. 140,000 tested, 1.5% active. protection (pct of control), % at 4 µM. Measles virus-infected cells, CPE protection; in the data active = protection mostly above about 24%, no sharp cut-off; inactive = mostly below about 26%; note: some compounds called inactive have numbers as strong as hits
# GALR2 blocker: GALR2 antagonists in receptor-expressing cells, primary screen | Galanin receptor type 2 (Homo sapiens), O43603 | antagonist mode | inhibition, % at 4 µM | 140,000 tested, 0.39% active; in the data active = inhibition above about 27%;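 note: cells stimulated with galanin 1-16 at roughly its EC80; 0% = agonist challenge control and 100% = basal control without agonist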
# Target sequence (O43603 whole entry, looked up): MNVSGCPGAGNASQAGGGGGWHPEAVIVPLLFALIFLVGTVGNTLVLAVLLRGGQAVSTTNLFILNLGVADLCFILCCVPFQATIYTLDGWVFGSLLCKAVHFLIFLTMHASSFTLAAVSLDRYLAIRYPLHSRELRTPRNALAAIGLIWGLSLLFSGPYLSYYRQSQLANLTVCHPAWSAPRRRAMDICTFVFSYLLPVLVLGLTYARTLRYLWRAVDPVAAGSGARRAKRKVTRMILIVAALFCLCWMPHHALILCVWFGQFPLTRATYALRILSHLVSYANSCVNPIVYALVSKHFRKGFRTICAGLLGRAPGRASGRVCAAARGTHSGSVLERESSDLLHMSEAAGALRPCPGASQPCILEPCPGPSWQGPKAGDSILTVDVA
# HCT116 PTEN-null: growth suppression of PTEN-null HCT116, primary screen, cell-based, CellTiter-Glo; 140,000 tested, 1.2% active; viability, % at 10 µM; HCT116 PTEN-null viability, 60 h; active compounds read low; AID 827, 2007;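 active = viability at or below a set limit, 4 SD under the median of all tested compounds, cut at about 3.7% in these data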;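 note: PTEN knockout HCT116 line with beta catenin targeted HCT116 as companion control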
# MRP-1 activ: H69AR viability gain despite doxorubicin, primary screen, MRP-1 activator project, H69AR cells, CellTiter-Glo; viability increase, % at 10 µM; AID 799, 2007; viability rescue; 140,000 tested, 0.61% active;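 active = viability gain under doxorubicin at or above a set limit, the compound median plus 3 SD, cut at about 4.7% in these data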;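 note: MRP-1 overexpressing cells given doxorubicin 25 µM after compound pretreatment; 18-22 h compound pretreatment then 72 h with doxorubicin before readout; 0% = doxorubicin-only wells and 100% = vehicle-treated cells without doxorubicin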
# Phagocytosis inh: inhibitors of macrophage phagocytosis, primary screen, imaging, J774A.1 cells, IgG beads; inhibition, % at 5 µM; 110,000 tested, 0.07% active; J774A.1 macrophage IgG-bead phagocytosis;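 active = inhibition above the mean of the plate negative controls plus 5 SD, cut at about 13% in these data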;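 note: phagocytic index as fraction of beads internalized from green versus red external bead signal; plate controls were DMSO negative control for no effect and cytochalasin-D positive control for full effect; some results beyond the cut were filed as inactive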
# The depositor's hits bear a star; . = not tested or not shown.
SMILES,E-sel TNF inh,HCT116 bCat-KO,Yeast growth inh,NPY-Y2 antag,Yeast lifespan up,Measles CPE,GALR2 blocker,HCT116 PTEN-null,MRP-1 activ,Phagocytosis inh
COc1ccc(NS(=O)(=O)c2cc(N/C(=N\S(=O)(=O)c3ccccc3)c3ccc(F)cc3)ccc2Cl)cc1,58,19,-34,7,5,7,-2,16,-3.3,-8
CCOC(=O)c1ccc(NC(=O)CSc2nc(C)nc3c2c(=O)n(C)c(=O)n3C)cc1,.,92,-46,1,-8,12,5,102,1.8,0
O=C(Cc1c[nH]c2ccccc12)OCC(=O)c1ccccc1,-3,80,-28,2,-27,14,18,86,-4.1,.
CCOC(=O)Cc1c(C)c2c(O)cc(O)cc2oc1=O,-16,98,-12,0,-5,9,-2,93,-2.4,0
CCOc1cc(NS(=O)(=O)c2ccc(NC(C)=O)cc2)c(OCC)cc1NC(=O)C(C)C,12,88,-39,2,-1,4,3,103,-3.0,0
COc1ccccc1C(=O)Nc1ccc2c(c1)OCO2,-13,87,-2,1,-11,13,14,87,-1.4,0
CCCCNC(=O)C(CC)Sc1nc2sc(C(=O)OC)c(C)c2c(=O)n1N (stereo not given),.,56,-42,3,5,6,-3,55,-4.1,.
CCCc1nc(NCc2ccccc2)c(C#N)c2c1CCCC2,.,86,-29,2,3,6,-4,97,-1.4,.
COc1ccc(/C=C2\SC(=O)N=C2N)cc1OC,.,82,-37,1,3,7,-10,85,-2.1,3
CC1(C(=O)CSc2ncn[nH]2)CCC(=O)O1 (stereo not given),-19,90,-6,4,-5,13,-3,95,1.5,-1
O=C(OCCN1C(=O)c2cccc3c(N4CCOCC4)ccc(c23)C1=O)c1cc(Cl)cc(Cl)c1,.,17,-26,3,0,9,2,19,-2.5,18
COC(=O)CSc1nc2ccc(NC(=O)CSc3nnnn3Cc3ccccc3)cc2s1,.,102,-39,-2,4,18,-4,95,-1.4,1
COc1ccccc1NC(=O)Cc1noc(CN(C)Cc2cccs2)n1,.,83,-39,4,-14,7,-3,87,-3.2,10
CC(=O)Nc1ccc(S(=O)(=O)n2nc(C)cc2C)cc1,-13,95,-39,2,-2,26,-5,98,-1.0,-1
COc1ccc(NC(=S)NCC(O)c2ccccc2)c(OC)c1 (stereo not given),.,88,-14,3,-1,8,-4,92,-3.0,-9
CCOC(=O)c1c(C)[nH]c(C(=O)COC(=O)c2ccc(F)c(S(=O)(=O)N3CCOCC3)c2)c1C,6,106,-48,1,-13,7,-3,96,-0.8,1
CCOC(=O)N1CCC(NC(=O)CCC(=O)N2CCOc3ccc(C)cc32)CC1,.,92,-34,0,-4,2,8,96,-1.9,-1
Cn1c(=O)cc(OCCCC(=O)NCCN2CCN(c3ccccc3F)CC2)c2ccccc21,.,74,-5,2,-9,6,-5,82,-3.7,0
CCN1C(=O)S/C(=C\c2ccc(N3CCOCC3)cc2C)C1=O,-27,100,-24,4,-3,18,-5,95,-1.9,-2
Cc1ccc(NCc2cccnc2)cc1,2,104,-20,4,-5,23,0,98,-0.1,-1
Cc1ccc(C(=O)NC(=S)Nc2cc(C(F)(F)F)ccc2Cl)cc1,3,17,-1,-2,-12,4,-8,27,-1.5,.
Cc1ccc(S(=O)(=O)N2CCCN(S(=O)(=O)c3ccc(C)c(C)c3)CC2)cc1C,.,75,-12,2,-4,17,-6,84,-3.4,-1
COc1cccc(C2=NOC(C(=O)NCc3ccccn3)C2)c1 (stereo not given),-14,99,-7,1,-12,9,1,99,-0.8,.
COCCCNC(=O)CN(Cc1ccc(Cl)cc1)S(C)(=O)=O,6,92,-52,-1,-10,6,-15,81,-1.0,2
COc1ccc(OC)c(S(=O)(=O)Nc2cc(OC)c(Cl)cc2OC)c1,-15,76,-8,-1,-11,14,-6,70,-4.4,0
COC(=O)c1cccc(N(C(=O)CNC(=O)c2ccco2)C(C(=O)NC2CCCC2)c2ccco2)c1 (stereo not given),-7,100,3,3,-11,5,-40,111,-0.4,0
COc1ccccc1NC(=O)CC(NCc1ccccc1)C(=O)O (stereo not given),-25,86,-34,0,-3,6,-1,92,0.5,.
Cc1nn(Cc2ccc(Cl)cc2)c(C)c1NC(=O)C(c1ccccc1)c1ccccc1,.,79,-18,5,-5,6,6,68,-1.8,0
COc1cc(NC(=O)COc2ccc(-n3cnnn3)cc2)c(OC)cc1Cl,0,111,-42,-2,-14,1,-5,104,-0.7,.
COc1cccc(C(=O)/C=C/Nc2ccc(S(=O)(=O)Nc3ncccn3)cc2)c1,4,89,-27,2,4,10,-5,92,-1.3,2
CC(=O)c1cccc(NS(=O)(=O)c2ccc(N/C=C/C(=O)c3ccc(F)cc3)cc2)c1,.,22,-25,1,7,26,3,19,0.4,-6
Cc1ccc2nc(N3CCN(C(=O)c4cccs4)CC3)c(C#N)cc2c1,-25,73,7,1,-31,5,11,71,-1.8,-1
O=[N+]([O-])c1ccc(O)c(/C=N/Nc2ccccn2)c1,.,12,99*,-4,-9,4,20,13,-1.5,-11
CCCCOC(=O)CSc1nnc(N)s1,-30,103,-14,4,-6,9,3,112,-0.6,-1
CC1=CCC[C@@H]2[C@@](C)(CC/C(C)=C/C(=O)O)[C@H](C)CC[C@@]12C,.,82,-46,4,12,4,-8,89,-1.9,.
COc1cc(C2=NOC(C(=O)NCc3ccco3)C2)cc(OC)c1OC (stereo not given),6,21,-30,2,-20,5,5,24,-5.2,.
COc1ccc(NS(=O)(=O)c2ccc(NC(=S)NC(=O)c3cccc(F)c3)cc2)nn1,.,98,7,-1,4,17,-7,94,-1.3,8
Cc1nn(-c2ccccc2)c2sc(C(=O)N(CC(=O)NC(C)(C)C)Cc3ccco3)cc12,2,67,-16,1,-22,7,-16,42,-4.9,0
Cc1ccc(C(=O)NC(=S)N2CC(C)OC(C)C2)cc1[N+](=O)[O-] (stereo not given),-43,99,-24,0,0,6,2,89,-4.5,0
Cc1ccc(S(=O)(=O)c2c(C)nn(C(C)(C)C)c2OC(=O)c2cccs2)cc1,10,78,-61,4,-7,11,7,74,-5.0,.
CC(NC(=O)C1CC12CCC2)c1ccccc1 (stereo not given),.,93,-47,-2,6,14,5,97,1.3,-5
COc1ccc2oc(-c3cccc(NC(=O)CSc4ccc(Cl)cc4)c3)nc2c1,7,73,-20,2,4,2,-4,71,-5.5,0
CCOC(=O)N1CCC(NC(=O)CN2C(=O)CCSc3ccccc32)CC1,7,91,-7,-2,-3,9,4,97,-1.1,-1
N#CCN1CCN(CC(=O)Nc2ccc(OCc3ccccc3)cc2)CC1,-20,84,0,0,-15,8,2,92,-0.3,0
O=P(O)(O)c1ccccc1OCCCCCOc1ccccc1P(=O)(O)O,.,98,-19,2,-7,9,-12,94,-0.1,1
CCOC(=O)C1C(C#N)=C(N)OC(C)=C1c1ccncc1 (stereo not given),.,105,7,0,-11,10,0,100,-1.0,-1
COc1cc(C2CC(=O)NC3=C2C(=O)CC(C)(C)C3)ccc1O (stereo not given),-13,87,-73,-1,-5,0,-1,103,-0.7,0
Brc1ccc(C2=Nn3c(nnc3-c3cccnc3)SC2)s1,5,97,-14,-2,-8,6,3,92,0.2,.
CC(=O)Nc1ccc(S(=O)(=O)N2CCN(CC(=O)NC3CCCC3)CC2)cc1,.,103,-2,-2,-3,21,-3,94,-1.2,0
CCOc1ccccc1OCCCOc1ccc([N+](=O)[O-])cc1Cl,-8,75,-19,6,-25,12,-12,74,-0.9,.

# Next section.
SMILES,E-sel TNF inh,HCT116 bCat-KO,Yeast growth inh,NPY-Y2 antag,Yeast lifespan up,Measles CPE,GALR2 blocker,HCT116 PTEN-null,MRP-1 activ,Phagocytosis inh
CS(=O)(=O)Nc1ccc2c(c1)nc1n2CCOC1,.,95,25,2,12,25,2,99,-0.1,0
O=C(Nc1ccc(Cl)cc1)Nc1ccc(N2CCOCC2)cc1,-29,124,-48,1,-4,4,9,107,0.5,-1
COc1ccc(NC(=O)c2cc(SC)ccc2Cl)cc1,.,48,-20,5,-6,3,9,40,-2.2,-3
COc1cc(C(=O)NNC2=CC(=O)CC(C)(C)C2)cc(OC)c1OC,.,98,12,2,0,6,3,91,0.3,-9
COc1ccc(S(=O)(=O)Oc2ccc3c(c2)O/C(=C\c2cccnc2)C3=O)cc1,-2,29,-82,-1,-3,6,-3,21,-2.5,-1
CC1(C)CNC(=O)C=C(c2ccccc2)C1,-1,104,-26,3,-5,7,-12,99,-3.8,.
O=C(CCCn1c(=O)c2sccc2n(Cc2ccc(F)cc2)c1=O)NCc1ccco1,-15,61,-57,6,-7,6,-4,58,-5.0,-1
O=C(NCc1ccc2c(c1)OCO2)c1ccc(CN2CCc3ccccc3C2)cc1,23,37,-31,7,-17,4,4,66,1.1,-1
COc1ccc(C(=O)NCCSCc2ccccc2C)cc1,8,83,-2,2,-9,21,-4,80,-0.7,4
CCn1c(COc2cc(C)cc(C)c2)nnc1SCC(=O)N1CCN(c2ccccc2)CC1,-58,85,-14,6,-6,4,4,83,-2.3,-4

# Two compounds from above, limited to Yeast lifespan up and HCT116 PTEN-null.
Structure	Yeast lifespan up	HCT116 PTEN-null
Cc1nn(-c2ccccc2)c2sc(C(=O)N(CC(=O)NC(C)(C)C)Cc3ccco3)cc12	-22	42
CCOC(=O)c1ccc(NC(=O)CSc2nc(C)nc3c2c(=O)n(C)c(=O)n3C)cc1	-8	102

# (cont.)
SMILES,E-sel TNF inh,HCT116 bCat-KO,Yeast growth inh,NPY-Y2 antag,Yeast lifespan up,Measles CPE,GALR2 blocker,HCT116 PTEN-null,MRP-1 activ,Phagocytosis inh
Cc1onc(-c2c(Cl)cccc2Cl)c1C(=O)Nc1ccc2c(c1)OCCO2,-14,73,-40,2,1,11,1,61,-3.4,1
CCCCCC(C)n1[nH]c(=O)c2c(C)cc(C)nc21 (stereo not given),.,77,-1,6,0,6,2,94,-0.1,1
CC(C)CC(=O)NC(NC(=S)Nc1sc2c(c1C#N)CCCC2)C(Cl)(Cl)Cl (stereo not given),48,82,-32,-2,-5,5,-14,88,-1.6,.
Cc1occc1C(=O)NNC(=O)c1ccc(F)cc1,-31,88,-12,-1,4,4,-5,97,-3.0,-5
COCCCn1c(=N)c(C(=O)NCC2CCCO2)cc2c(=O)n3cccc(C)c3nc21 (stereo not given),-1,78,-4,1,-5,3,-6,93,0.1,-3
O=C(Nc1ccc(N2CCOCC2)c(Cl)c1)c1cc2ccccc2o1,-1,56,-22,4,.,5,12,40,2.4,.
Cc1ccc2cccc(SCC(=O)N3CCOCC3)c2n1,-17,94,-32,1,-6,16,2,109,-2.2,1
CN(C)S(=O)(=O)c1cccc(NC(=S)N/N=C/C(=O)c2ccccc2)c1,4,6.1*,-47,1,2,6,14,7,-1.7,-9

# Screening results from PubChem BioAssay.
